High-throughput results (PubChem)
ADAM10 inh = inhibitors of human ADAM10; O14672; recombinant ADAM10, EDANS/DABCYL FRET peptide cleavage, 3 h; inhibition, % at 7 µM; 0.62% of 370,000 active; AID 720582;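 active = inhibition above a per-campaign cutoff equal to the mean of compounds falling between control-based bounds plus 3 SD, cut at about 20% in these data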;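 also: 0% = DMSO wells while the 100% control is not disclosed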
Target sequence (O14672 214-748 limits assumed): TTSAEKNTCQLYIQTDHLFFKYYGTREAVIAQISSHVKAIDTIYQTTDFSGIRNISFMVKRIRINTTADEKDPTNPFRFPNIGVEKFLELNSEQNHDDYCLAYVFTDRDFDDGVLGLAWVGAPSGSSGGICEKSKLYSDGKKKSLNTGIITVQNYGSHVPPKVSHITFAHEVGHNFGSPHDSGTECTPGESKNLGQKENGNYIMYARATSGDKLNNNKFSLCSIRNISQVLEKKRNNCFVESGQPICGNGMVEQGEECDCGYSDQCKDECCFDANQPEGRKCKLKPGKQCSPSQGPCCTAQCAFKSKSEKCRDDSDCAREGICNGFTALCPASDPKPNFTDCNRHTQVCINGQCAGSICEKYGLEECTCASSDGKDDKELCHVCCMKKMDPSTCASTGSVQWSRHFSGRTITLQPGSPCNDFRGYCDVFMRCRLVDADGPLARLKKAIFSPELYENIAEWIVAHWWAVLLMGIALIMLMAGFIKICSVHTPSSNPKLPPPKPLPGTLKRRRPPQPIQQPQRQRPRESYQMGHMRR
NPR1 activator = GC-A (human) enzyme activation; P16066; HEK293 GC-A cells, cGMP TR-FRET, EC30 ANP; 0% at EC30 ANP, 100% saturating ANP; activation, % at 10 µM; 0.14% of 370,000 active; in the data active = activation above about 40%
DAX1 inh-1 = inhibitors of human orphan nuclear receptor DAX1 (NR0B1); P51843; HEK293 Gal4-DAX1 luciferase reporter, luminescence; inhibition, % at 6.75 µM; 0.99% of 340,000 active; AID 504766;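 active = inhibition above the mean over all tested compounds plus 3 SD, cut at about 4.2% in these data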;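 also: 0% = DAX1-transfected cells with DMSO and 100% = empty-vector control cells with DMSO; inhibition shows as a rise in luminescence from relieved DAX1 repression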
Target sequence (P51843 207-470 limits assumed): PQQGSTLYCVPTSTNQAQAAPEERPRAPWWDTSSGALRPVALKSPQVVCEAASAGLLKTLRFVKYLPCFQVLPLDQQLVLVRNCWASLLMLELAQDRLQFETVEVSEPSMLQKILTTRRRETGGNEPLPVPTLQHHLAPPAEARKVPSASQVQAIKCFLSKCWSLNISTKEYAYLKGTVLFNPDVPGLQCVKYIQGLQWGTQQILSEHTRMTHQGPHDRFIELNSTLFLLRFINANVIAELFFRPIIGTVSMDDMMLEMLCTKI
GAA850 FXN act = increases GAA850 frataxin promoter reporter activity | activation, % at 6 µM | 0.56% of 360,000 active | HEK293 lucGAA850 FXN promoter luciferase reporter, 24 h; percent of 10 µM SAHA response;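 active = activation above the average of all compounds screened plus 3 SD, cutoff fixed separately per campaign, cut at about 7.5% in these data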;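 also: 0% = DMSO wells and 100% = 10 µM SAHA wells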
PG9 Ab binder = small molecules binding HIV-1 gp120 antibody PG9; inhibition, % at 6.7 µM; TR-FRET gp120-PG9 antibody binding; 0.43% of 360,000 active; AID 624416; in the data active = inhibition above about 8.5%
hgDAF12 agonist = activates the H. glycines DAF-12 receptor ligand-binding domain; HEK293 GAL4-hgDAF12 UAS-luciferase reporter, agonist luminescence; normalized to butyrate control; activation, % at 6.8 µM; 1.8% of 370,000 active;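 active = activation above a cutoff set at the mean of all screened compounds plus 3 SD, cut at about 10% in these data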;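 also: 0% = DMSO wells and 100% = sodium butyrate wells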
hcDAF-12 act = activates DAF-12 receptor from parasite H. contortus; HEK293 hcDAF-12 lit1-tk-luc reporter, luminescence; 0% DMSO, 100% Δ7-dafachronic acid; activation, % at 6.8 µM; 1.4% of 370,000 active; AID 652067;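 active = activation above the mean of all tested compounds plus 3 SD, cut at about 5.5% in these data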;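 also: 100% = response to 3 µM Δ7-dafachronic acid high control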
ssDAF-12 act = activators of S. stercoralis DAF-12 nuclear receptor; 1% of 370,000 active; activation, % at 6.8 µM; AID 652126; HEK293 ssDAF-12/GRIP1 lit1-tk-luc reporter, luminescence; % of 3 µM dafachronic acid response;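 active = activation above the mean over all tested compounds plus 3 SD, cut at about 0.9% in these data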;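 also: 0% = DMSO-only wells and 100% = 3 µM delta7-dafachronic acid wells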
SMARCA2 act = activators of SMARCA2 function. MG213 cells, MMTV-luciferase reporter, dexamethasone, overnight. activation, % at 9.1 µM. 1% of 370,000 active. AID 652017; in the data active = activation above about 7.8%;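 also: 0% = vehicle wells and 100% = reference activator wells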
ADAM17 inh = ADAM17 inhibition, QFRET primary screen; recombinant ADAM17, EDANS/DABCYL FRET peptide cleavage; inhibition, % at 6.95 µM; 0.83% of 370,000 active;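 active = inhibition above the mean of compounds lying between control limits plus 3 SD, set per campaign, cut at about 8.5% in these data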;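 also: 0% = DMSO-only wells as the low control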
DAX1 inh-2 = DAX1 (NR0B1) inhibition, primary screen. AID 652010. HEK293T StAR-luciferase reporter, SF-1/DAX-1 repression relief. 1.1% of 370,000 active. inhibition, % at 6.8 µM;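 active = inhibition above the mean over all tested compounds plus 3 SD, cut at about 3.6% in these data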;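 also: 0% = DAX-1 cells with DMSO and 100% = cells lacking DAX-1 with DMSO; higher inhibition means more luminescence from relief of DAX-1 repression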
Active calls of the source: *; i = inactive; . = no result given. Compounds were not picked by outcome (roughly 6.8% active in at least one column).

canonical_smiles	ADAM10 inh	NPR1 activator	DAX1 inh-1	GAA850 FXN act	PG9 Ab binder	hgDAF12 agonist	hcDAF-12 act	ssDAF-12 act	SMARCA2 act	ADAM17 inh	DAX1 inh-2
CO/N=C/C(C#N)=C/c1ccc(OC)cc1	8.2	4.2	0.3	6.3	-4.2	8.7	1.0	-1.2	-1.1	6.2	0.5
CC(C)CNC(=O)C(=O)N/N=C/c1cccs1	-5.2	-3.2	0.6	5.3	-0.9	7.0	1.2	-0.9	-0.3	0.4	0.0
Cc1ccccc1C(=O)c1c[nH]c(C(=O)N=CN(C)C)c1	-4.6	-3.6	0.3	-0.5	-0.1	1.4	-2.4	-1.4	-0.2	-2.6	-0.2
COc1ccc(C(=O)NCCn2cc(SCC(=O)NCC3CCCO3)c3ccccc32)cc1 (configuration not stated)	-4.9	-4.2	1.7	1.2	-1.6	-4.9	-2.9	-1.5	-1.6	0.2	-3.7
O=C(c1ccccc1)C1CCN(C(=O)c2ccco2)CC1	3.4	1.2	0.0	3.2	-1.2	-0.7	0.0	-1.5	3.4	-4.2	-0.3
O=C(NCC1COc2ccccc2O1)C1CCN(S(=O)(=O)c2cccc3nsnc23)CC1 (configuration not stated)	6.0	-5.9	0.5	-2.6	-1.0	-2.1	0.6	-1.0	0.9	-4.1	0.5
CCCc1nnc(NC(=O)c2nc(S(=O)(=O)Cc3cccc(C)c3)ncc2Cl)s1	0.4	15.4	-1.5	0.3	-3.9	-3.9	-4.0	-1.4	-13.6	-1.7	-0.5
CC(C)Oc1ccc(C(=O)OCC(=O)NCCNC(=O)COC(=O)c2ccc(OC(C)C)cc2)cc1	5.1	-1.9	0.5	-0.8	-1.5	1.3	-0.2	-0.9	-0.1	-0.9	-0.2
O=C(CCCCCn1c(=S)[nH]c2cc3c(cc2c1=O)OCO3)N1CCN(C(=O)c2ccco2)CC1	-4.6	-1.4	-2.3	2.1	11.8*	-0.9	-1.5	-1.7	-3.3	-0.4	-0.4
CC1(Cc2cccc(C(F)(F)F)c2)C(=O)Nc2c(Cl)cccc21 (configuration not stated)	2.4	-5.5	.	2.5	0.6	-4.5	-1.1	-1.1	-0.7	-0.6	0.6
CN(Cc1ccccc1F)C(=O)c1ccc(Oc2ccccc2)cc1	4.0	4.9	0.8	0.2	-3.2	0.6	0.5	-1.3	-1.3	2.7	0.5
CNc1snc(C)c1C(=O)OCC(=O)c1cc(F)ccc1OC	-7.2	-4.3	-0.6	0.9	-0.3	-0.8	-1.0	-1.8	-0.7	1.7	0.4
CC1CN(S(=O)(=O)c2ccc(C(=O)Nc3nnc(-c4ccccn4)o3)cc2)CC(C)O1 (configuration not stated)	-6.8	2.3	-0.9	-1.6	0.2	-2.3	-2.9	-1.4	-0.3	-1.8	-0.8
O=C(NC1CCCC1)C1CCN(C(=O)c2ccccc2Cl)CC1	-2.5	-0.8	1.5	-0.8	2.3	0.8	-1.2	-0.5	-1.4	-2.3	0.0
CC1CC(C)CN(S(=O)(=O)c2cc3c(cc2Cl)NC(=O)CO3)C1 (configuration not stated)	-4.4	1.0	2.1	3.0	-0.2	0.2	-2.5	0.0	1.2	0.7	0.3
CCOC(=O)C1=C(C)N(C)C(C)=C(C(=O)OCC)C1c1ccccn1	-1.6	-0.2	-0.2	-1.3	-0.3	0.2	-0.9	-1.0	0.0	-0.3	0.0
CCN(CC)CCNC(=O)c1cc2c(-c3cccc(OC)c3)nn(C)c2s1	-306.1	-61.4	-0.3	1.2	-0.8	3.9	5.4	1.2*	0.0	-105.1	0.6
COc1ccccc1C(=O)Nc1nnc(S(=O)(=O)N2CCN(c3ccc(F)cc3)CC2)s1	2.8	-5.4	0.5	-2.0	-1.3	1.7	2.0	-0.1	0.6	-3.3	0.3
CCn1c(Cc2c(C)[nH]c3ccccc23)nnc1SCC(=O)NCc1ccccc1	-9.1	-2.0	-0.3	-1.8	1.0	0.0	-2.1	-1.5	-0.6	-4.9	-0.8
COc1ccc(CC(N)c2csc(NC(=O)CCc3ccccc3)n2)cc1 (configuration not stated)	15.6	-1.7	.	-1.2	-1.3	-0.9	2.5	-1.3	-3.1	2.4	0.6
Fc1ccc(CN2CCC(Cc3ccccc3)CC2)cc1F	0.5	4.2	-1.0	1.2	0.2	2.5	-0.6	-0.1	-0.6	-1.3	0.1
Cc1c(NC(=O)COC(=O)C2(c3ccc(F)cc3)CCCC2)c(=O)n(-c2ccccc2)n1C	1.4	1.2	0.9	2.3	-2.3	0.3	-0.4	0.5	-3.3	0.1	0.1
CCN(C(=O)COC(=O)c1ccc2c(c1)OCO2)c1ccccc1	-29.0	1.4	-0.2	1.0	-3.0	2.5	0.0	-0.8	2.8	-9.0	-0.1
CCN(CC(=O)Nc1cc(Cl)ccc1C)C(=O)CN1C(=O)NC2(CCCC2)C1=O	-1.4	0.1	2.0	3.1	-1.5	0.2	1.4	-0.7	1.9	-6.0	1.0
Cc1ccc(S(=O)(=O)NCC(=O)OC(C)C(=O)c2ccccc2)cc1 (configuration not stated)	-5.1	-0.1	0.1	3.3	-0.2	-0.1	0.4	-0.9	-0.3	-2.0	2.3
COc1cccc2c(=O)n(CC(=O)Nc3ccccc3)ccc12	-37.2	1.4	0.0	0.6	2.7	-2.0	1.2	-1.2	-0.9	-7.3	1.1
CCCN1C(=O)c2ccc(C(=O)Nc3cc(C)ccc3O)cc2C1=O	18.6	6.4	0.9	2.7	-2.4	5.3	1.2	0.2	1.7	5.3	0.6
CCc1cc2c(=O)n(CC)c(SC(C)C(=O)Nc3c(C)n(C)n(-c4ccccc4)c3=O)nc2s1 (configuration not stated)	5.8	1.3	-0.2	-0.4	-3.6	-2.7	0.3	-1.4	1.6	0.5	-0.5
Cc1c(C(=O)Nc2cccc3cccnc23)oc2ccccc12	4.7	-9.3	1.9	1.5	1.3	1.1	1.3	-0.8	2.0	-3.3	1.0
Cc1c(CCC(=O)O)c(=O)oc2cc3oc4c(c3cc12)CCCC4	-45.0	0.8	-1.9	-11.3	0.7	-11.9	-5.2	-2.6	-9.4	-16.6	-0.3

canonical_smiles	ADAM10 inh	NPR1 activator	DAX1 inh-1	GAA850 FXN act	PG9 Ab binder	hgDAF12 agonist	hcDAF-12 act	ssDAF-12 act	SMARCA2 act	ADAM17 inh	DAX1 inh-2
Cc1cc(OCCCC(=O)NC2=NCCS2)ccc1Cl	2.1	3.9	-1.8	1.9	-1.9	2.9	0.6	-1.4	-3.2	-0.4	1.1
O=C(O)c1cc(-c2ccc3c(c2)OCO3)nc2ccccc12	-2.1	3.4	1.1	-2.1	1.3	4.0	0.1	-0.4	1.2	-6.2	-0.8
COc1cc(/C=N/Nc2cc(C)nc(NS(=O)(=O)c3ccccc3)n2)ccc1O	-53.6	-8.2	2.0	-1.0	-3.5	-1.7	-0.3	-1.5	2.7	-11.4	-1.0
O=C(Nc1ccc(Cc2ccncc2)cc1)c1ccc(N2CCOCC2)c([N+](=O)[O-])c1	3.3	-1.7	1.5	0.3	-1.1	2.8	-2.9	-2.1	-3.1	3.5	0.3
Cn1c(=O)c2[nH]c(C=Cc3ccc4c(c3)OCO4)nc2n(C)c1=O	-18.3	-1.2	-1.0	-1.0	-0.3	0.4	1.5	-0.9	-0.4	-5.2	1.7
COC(=O)CSc1nsc(SCC(=O)OC)c1C#N	4.0	3.3	0.5	2.2	-1.6	-2.6	-0.7	-1.4	-0.3	2.1	0.6
COc1cc([N+](=O)[O-])ccc1NC(=O)CCCOc1cccc(C)c1C	21.7*	-4.6	-0.1	3.4	-2.4	-2.4	-2.5	-0.9	-3.8	11.8*	0.8
COC(=O)Cc1c(C)c2ccc(OCC(=O)N(C)C3CCS(=O)(=O)C3)cc2oc1=O (configuration not stated)	i	4.7	1.8	0.2	-0.4	-0.9	1.0	-0.6	0.3	-225.7	-0.1
O=c1[nH]ncn1-c1cccc(C(F)(F)F)c1	8.3	3.4	0.1	-2.2	-1.4	0.0	-1.5	-1.2	6.9	1.9	-0.4
COc1ccc(-n2c(COc3ccccc3)nnc2SCC(=O)Nc2ccc3c(c2)OCCO3)cc1	16.2	-7.8	.	.	.	-0.8	-1.0	-0.5	0.3	7.7	-0.7
Cc1ccc(Oc2c(CO)c(-c3ccccc3)nn2C)cc1	14.7	-3.8	-1.2	1.0	-1.5	-5.2	-0.9	-1.6	0.8	2.6	-1.0
C[C@H](CO)N1C[C@H](C)[C@@H](CN(C)C(=O)c2ccc(N3CCN(C)CC3)cc2)OCc2cn(nn2)CCCC1=O	-9.7	-0.1	.	.	-2.0	1.6	1.2	-0.6	-2.5	-6.6	0.0
O=C(NCCC1=CCCCC1)C(=O)NCC1OCCCN1S(=O)(=O)c1ccc(F)cc1 (configuration not stated)	-2.6	1.6	-0.8	1.3	-2.3	2.9	0.6	-1.7	4.5	0.9	-0.2
CCOC(=O)N1CCN(C(=O)c2cc3n(n2)C(C(F)(F)F)CC(c2ccc4c(c2)OCO4)N3)CC1 (configuration not stated)	4.2	0.8	0.2	-2.4	-0.8	-3.1	-2.9	-1.2	1.2	-2.0	-2.0

Quoted from above (eight entries):
canonical_smiles	ADAM10 inh	NPR1 activator	DAX1 inh-1	GAA850 FXN act	PG9 Ab binder	hgDAF12 agonist	hcDAF-12 act	ssDAF-12 act	SMARCA2 act	ADAM17 inh	DAX1 inh-2
COc1ccc(CC(N)c2csc(NC(=O)CCc3ccccc3)n2)cc1 (configuration not stated)	15.6	-1.7	.	-1.2	-1.3	-0.9	2.5	-1.3	-3.1	2.4	0.6
Fc1ccc(CN2CCC(Cc3ccccc3)CC2)cc1F	0.5	4.2	-1.0	1.2	0.2	2.5	-0.6	-0.1	-0.6	-1.3	0.1
Cc1c(NC(=O)COC(=O)C2(c3ccc(F)cc3)CCCC2)c(=O)n(-c2ccccc2)n1C	1.4	1.2	0.9	2.3	-2.3	0.3	-0.4	0.5	-3.3	0.1	0.1
CCN(C(=O)COC(=O)c1ccc2c(c1)OCO2)c1ccccc1	-29.0	1.4	-0.2	1.0	-3.0	2.5	0.0	-0.8	2.8	-9.0	-0.1
CCN(CC(=O)Nc1cc(Cl)ccc1C)C(=O)CN1C(=O)NC2(CCCC2)C1=O	-1.4	0.1	2.0	3.1	-1.5	0.2	1.4	-0.7	1.9	-6.0	1.0
Cc1ccc(S(=O)(=O)NCC(=O)OC(C)C(=O)c2ccccc2)cc1 (configuration not stated)	-5.1	-0.1	0.1	3.3	-0.2	-0.1	0.4	-0.9	-0.3	-2.0	2.3
COc1cccc2c(=O)n(CC(=O)Nc3ccccc3)ccc12	-37.2	1.4	0.0	0.6	2.7	-2.0	1.2	-1.2	-0.9	-7.3	1.1
CCCN1C(=O)c2ccc(C(=O)Nc3cc(C)ccc3O)cc2C1=O	18.6	6.4	0.9	2.7	-2.4	5.3	1.2	0.2	1.7	5.3	0.6
